Screening results (PubChem BioAssay)
rTrxR1 inhibitor – inhibitors of rat thioredoxin reductase 1 | O89049 | recombinant rTrxR1, NADPH fluorescence consumption, selenite substrate | Potency, µM (titrated, usually from 114 µM), without a hit: at the top dose activity change, negative = inhibition, most hits filed as inhibitors | 1% of 390,000 active; also: % is scaled to controls: 0 for no effect and ±100 for the full control effect; nearly all actives have a fitted effect of over 65% in size
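Rat TrxR1 (90 nM in the dispensed reagent) was pre-reduced with 400 uM NADPH for 5 min at room temperature, then incubated with compound for 15 min. After 400 uM selenite was added, NADPH fluorescence (Ex 340/Em 450 nm) was followed for 8 min.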
HP1b binding inh – inhibitors of HP1-beta chromodomain binding to methylated histone tails; Potency, µM (highest dose often 114 µM), inactives show top-dose activity change, negative = inhibition, most hits filed as inhibitors; 0.56% of 390,000 active; AlphaScreen HP1-beta / biotin-H3K9me3 peptide binding; P83916; also: nearly all actives have a fitted effect of over 70% in size; inactives centre near 23
Target sequence (P83916 whole entry, looked up): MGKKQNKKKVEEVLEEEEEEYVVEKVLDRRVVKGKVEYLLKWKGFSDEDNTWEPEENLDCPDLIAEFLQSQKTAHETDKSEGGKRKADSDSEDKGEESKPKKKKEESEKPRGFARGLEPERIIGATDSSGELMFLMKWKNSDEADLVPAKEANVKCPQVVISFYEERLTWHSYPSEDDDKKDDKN
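HP1-beta protein (50 nM final) preincubated 30 min at room temperature with biotinylated H3(1-18)K9me3 peptide (50 nM) in PBS pH 7.4, 0.01% Tween-20, then compound added for 30 min. AlphaScreen streptavidin donor/nickel chelate acceptor beads (10 ug/mL final), 30 min dark, luminescence read.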
JMJD2A Tudor – inhibitors of human JMJD2A Tudor domain | O75164 | AlphaScreen JMJD2A-Tudor / H3K4me3 peptide binding | Potency, µM (doses to about 114 µM), for inactives: top-dose activity change, negative = inhibition, hits mostly inhibitors | 4.4% of 390,000 active | AID 504339; also: % is scaled to controls: 0 for no effect and ±100 for the full control effect; nearly all actives have a fitted effect of over 50% in size
Pin1 inh – inhibitors of human Pin1. 0.009% of 390,000 active. Q13526. Potency, µM (titrated, usually from 115 µM), for inactives: at the highest dose activity, negative = inhibition, most hits filed as inhibitors. Pin1 FP peptide displacement, HiFluor488, 10 min; active = well fitted inhibition curve with a large enough effect in the polarisation, with a control signal flat, not every such curve was filed as active; inconclusive = small, poorly fitted or top-dose-only effect, or effect the other way, or a change in a side signal; inactive = no such curve, though single readings can be large or run the other way; the % refers to the polarisation; also: % is scaled to controls: 0 for no effect and ±100 for the full control effect
Target sequence (Q13526 whole entry, looked up): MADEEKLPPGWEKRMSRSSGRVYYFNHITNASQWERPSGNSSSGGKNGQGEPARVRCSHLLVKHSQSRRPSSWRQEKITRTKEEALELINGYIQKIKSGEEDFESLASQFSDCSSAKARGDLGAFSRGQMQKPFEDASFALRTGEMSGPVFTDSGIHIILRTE
Tb PGK inh – inhibitors of T. brucei phosphoglycerate kinase; P07378; PGK/GAPDH coupled, Kinase-Glo luminescence, 60 min; 0.043% of 380,000 active; Potency, µM (doses to about 57.5 µM), for the others: at the top dose activity change, negative = inhibition, usual class: inhibitors; also: % is scaled to controls: 0 for no effect and ±100 for the full control effect; nearly all actives have a fitted effect of over 60% in size
Target sequence (P07378 whole entry, looked up): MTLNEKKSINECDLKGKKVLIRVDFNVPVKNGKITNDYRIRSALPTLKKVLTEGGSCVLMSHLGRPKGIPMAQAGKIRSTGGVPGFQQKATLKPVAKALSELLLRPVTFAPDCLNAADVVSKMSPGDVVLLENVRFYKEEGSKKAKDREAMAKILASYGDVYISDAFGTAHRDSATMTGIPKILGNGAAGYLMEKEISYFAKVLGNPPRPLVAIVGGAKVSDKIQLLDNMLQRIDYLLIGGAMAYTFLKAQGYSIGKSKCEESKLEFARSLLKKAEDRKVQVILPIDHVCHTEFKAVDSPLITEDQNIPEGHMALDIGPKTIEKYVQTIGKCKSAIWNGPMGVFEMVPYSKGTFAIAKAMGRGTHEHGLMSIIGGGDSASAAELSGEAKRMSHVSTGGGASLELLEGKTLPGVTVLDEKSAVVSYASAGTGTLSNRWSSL
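Luminescent ATP detection (Kinase-Glo Plus) follows a 60-minute room-temperature incubation, with wells lacking PGK as controls. Buffer: 100 mM TEA (pH 7.6), 5 mM MgCl2, 0.01% Tween-20. Coupling enzyme GAPDH (100 nM final) supplies unstable 1,3-BPG in-well.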
GLS inhibitor – blocks human kidney-isoform glutaminase activity; 0.21% of 410,000 active; O94925; AID 624170; Potency, µM (titrated, usually from 45.5 µM), without a hit: at the top dose activity change, negative = inhibition, most hits filed as inhibitors; GLS enzymatic activity, qHTS titration; also: % is scaled to controls: 0 for no effect and ±100 for the full control effect
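hKGA in 45 mM KH2PO4 pH 8.2, 0.02% Tween-20 with pin-transferred compounds; 1 mM L-glutamine (stock) plus glutamate oxidase/HRP/Amplex Red coupling added. Fluorescence read initially and after 30 min at RT.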
ALOX12 inh – inhibitors of human 12S-lipoxygenase ALOX12. Potency, µM (titrated, usually from 108 µM), for the others: top-dose activity change, negative = inhibition, most hits filed as inhibitors. P18054. purified 12hLO, xylenol orange hydroperoxide absorbance. AID 1671190. 1.1% of 580,000 active; also: % is scaled to controls: 0 for no effect and ±100 for the full control effect
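Purified human 12hLO at 150 nM in 25 mM Hepes, 0.01% Triton X-100, pH 7.0, preincubated 15 min at room temperature with compound. Reaction started with 40 uM arachidonic acid, 30 min at room temperature. Hydroperoxide measured by Fe-xylenol orange, 573/405 nm absorbance ratio.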
ERG Ets-DNA blk – ERG Ets/DNA interaction inhibition; 0.028% of 370,000 active; Potency, µM (top dose mostly 76.9 µM), for inactives: at the top dose FP activity, negative = inhibition, usual class: inhibitors; P11308; fluorescence polarization, His-ERG Ets domain / labelled DNA; active = well fitted inhibition curve with a large enough effect in the polarisation, with a control signal flat; inconclusive = small, poorly fitted or top-dose-only effect, or effect the other way, or a change in a side signal; inactive = no such curve, though single readings can be large or run the other way; the % refers to the polarisation;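 also: polarization taken with two DNA probes labelled with fluorescein and Texas red; % of control where 0% means no effect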
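His-tagged ERG Ets domain (1 uM in the protein solution; 300mM KCl, 50mM Tris-HCl, 1mM EDTA, 1mM DTT, pH 7.5) received compound, then a probe mix of 5 nM fluorescein-DNA and 100nM Texas-615-DNA. Fluorescence polarization was read for both dyes.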
RGS4 inhibitor – blocks human RGS4-accelerated GTP hydrolysis. P49798. Transcreener GDP fluorescence polarization, RGS4-accelerated GTP hydrolysis. 0.039% of 390,000 active. AID 504845. Potency, µM (series often up to 114 µM), inactives show at the highest dose activity change, negative = inhibition, usual class: inhibitors; also: % is scaled to controls: 0 for no effect and ±100 for the full control effect; nearly all actives have a fitted effect of over 75% in size; some results filed as inactive show a strong effect at the top dose
Target sequence (P49798 whole entry, looked up): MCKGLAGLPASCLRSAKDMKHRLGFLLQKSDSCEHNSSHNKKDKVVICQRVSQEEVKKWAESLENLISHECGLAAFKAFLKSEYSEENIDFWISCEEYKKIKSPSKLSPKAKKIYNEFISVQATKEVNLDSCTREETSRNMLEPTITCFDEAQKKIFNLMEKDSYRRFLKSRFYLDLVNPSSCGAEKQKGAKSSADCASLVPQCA
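MLSMR compounds (23 nl, pin-transferred) preincubated 10 min at room temperature with a 500nM (2x) first reagent, then RGS4 at 900nM (2x) plus Transcreener GDP mix added; fluorescence polarization (620/688 nm) read before and after 90 min at 30 °C.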
An asterisk follows results filed as active; i = inactive; ? = inconclusive; . = no result given; [ ] = another dose, or the depositor's remark. Unless noted, calls follow the shape of the dose curve; as a rule, active = well fitted curve in the direction sought with a large enough effect; inconclusive = small, poorly fitted or top-dose-only effect, or another doubt; inactive = no such curve, though single readings can be large; an effect the other way counts as inactive or inconclusive. Potency is read from the fitted curve at half-maximal effect.

SMILES	rTrxR1 inhibitor	HP1b binding inh	JMJD2A Tudor	Pin1 inh	Tb PGK inh	GLS inhibitor	ALOX12 inh	ERG Ets-DNA blk	RGS4 inhibitor
COc1cccc(N2CCN(S(=O)(=O)c3ccc4[nH]c5c(c4c3)CCCC5)CC2)c1	15%	-9%	?	5%	-7%	10%	-15%	-1%	-13%
O=C(CSS(=O)(=O)O)N1CCN(C(=O)c2ccoc2)CC1	15%	47%[activator]	-8%	-18%	1%	-9%	0%	5%	50%
COc1ccc(CN(CCN(C)C)Cc2ccccc2)c(OC)c1	?	-39%	2.5µM*	-7%	i	-12%	?	2%	-23%
O=C(Cc1ccc(F)cc1)Nc1nnc(SCC(=O)NC2CCCC2)s1	0%[57.1 µM]	20%	-6%	-2%	-4%	7%	-2%	4%	11%
O=[N+]([O-])c1ccc(-c2csc(Nc3ccccc3)[n+]2Cc2ccccc2)cc1	-1%	16µM*	18µM*	23%	i	-9%	?	-17%	-2%
Cc1cc(OCC(=O)NNC(=O)CCc2ccccc2)ccc1Br	30%	6%	-27%	0%	-14%	3%	-16%	13%	-1%
CCOC(=O)c1cc(S(=O)(=O)N2CCN(C(=O)OCC)CC2)cn1C	-9%	28%	-18%	3%	i	8%	422%[activator]	6%	18%
Cc1cccc(C(=O)N[C@H](C(=O)Nc2cccc(S(=O)(=O)N3CCCC3)c2)C(C)C)c1	18%	0%	-19%	1%	-5%	-1%	-3%	10%	1%
COc1ccc(C(=O)COC(=O)Cc2n[nH]c(=O)c3ccccc23)c(OC)c1	-1%	-16%	-3%	10%	7%	11%	-12%	19%	-15%
CCc1ccc(NC(=O)CSC2=C(C#N)C(c3ccc4c(c3)OCO4)CC(=O)N2)cc1 (stereo unspecified)	14%	35%[activator]	-7%	2%	.	-6%	-6%	.	9%
CCC(C(=O)NC1CCCCC1)N(C(=O)c1snc(C(N)=O)c1N)c1ccc(OC)cc1OC (stereo unspecified)	7%[57.1 µM]	23%	-25%	-1%	i	-7%	-1%	-12%	-10%
CCOC(=O)c1c(C)[nH]c(C(=O)CN2C(=O)NC(CC)(c3ccccc3)C2=O)c1C (stereo unspecified)	0%[57.1 µM]	-11%	?	-2%	6%	7%	-8%	-4%	-36%
Cc1ccc2c(c1)CCCN2CC(=O)Nc1cc(S(=O)(=O)N2CCCC2)ccc1Cl	-8%	0%	?	34%[activator]	7%	-15%	?	8%	-1%
O=C(CN1CCN(CC(=O)Nc2ccccc2Cl)CC1)Nc1ccc2c(c1)OCCO2	-16%	40%[activator]	16%[11.4 µM]	4%	i	2%	0%	3%	-28%[11.4 µM]
Cc1ccc(CNC(=O)C(C)n2ccc3cc(S(=O)(=O)N4CCCC4)ccc32)cc1 (stereo unspecified)	47%[activator]	0%	-19%	-1%	-9%	-5%	-27%	-3%	7%
Cc1ccc(C(=O)OCc2nnc(-c3ccccc3)o2)cc1S(=O)(=O)N1CCOCC1	18%	33%[activator]	-11%	2%	9%	7%	-13%	1%	10%
Cc1ccc(-n2nc3cc(C)c(NC(=O)c4cccnc4)cc3n2)cc1	5%	20%	-5%	-2%	-2%	-7%	9%	9%	0%
O=C(C1CCCO1)N1CCN(C(=S)Nc2ccc(F)cc2)CC1 (stereo unspecified)	-7%	46%[activator]	-9%[57.1 µM]	0%	-1%	4%	0%	1%	-9%
N#CC1(NC(=O)CSc2nc3ncc(Cl)cc3[nH]2)CCCCC1	-4%	29%	-13%	-1%	-11%	2%	-27%	.	-21%
CCN(CC)S(=O)(=O)c1ccc(NS(=O)(=O)c2ccc(OC)c([N+](=O)[O-])c2)cc1	-1%	33%	-30%[57.1 µM]	-21%	-9%	19%	3%	7%	-19%
CCn1c(/C=C/c2ccccc2)nc2ccccc21	28%	80%	38%[activator]	2%	-23%	-7%	27%	-2%	-8%
CCOc1ccccc1NC(=O)C(=O)N/N=C/c1ccc([N+](=O)[O-])cc1	12%	28%	4%	0%	-1%	-4%	24%	1%	-29%
CCN1CCc2c(sc(N)c2C#N)C1	21%[57.1 µM]	20%	-16%[11.4 µM]	?	-10%	-23%	49%[activator]	6%	-6%[11.4 µM]
CN1c2ccccc2C(C)(C)C12CC(c1cccc(S(=O)(=O)N3CCCC3)c1)=NO2 (stereo unspecified)	4%	29%	-18%	33%[activator]	-12%	2%	-3%	.	-9%
Cc1cc(C)cc(OCC(=O)NCC2CCCO2)c1 (stereo unspecified)	32%	8%	-3%	-12%	.	3%	?	.	40%

Look-ups from the results shown.
CCOC(=O)c1cc(S(=O)(=O)N2CCN(C(=O)OCC)CC2)cn1C in HP1b binding inh = 28%
CCOC(=O)c1c(C)[nH]c(C(=O)CN2C(=O)NC(CC)(c3ccccc3)C2=O)c1C (stereo unspecified) in ALOX12 inh = -8%

Shown in markdown: five of the compounds above
| structure | rTrxR1 inhibitor | HP1b binding inh | JMJD2A Tudor | Pin1 inh | Tb PGK inh | GLS inhibitor | ALOX12 inh | ERG Ets-DNA blk | RGS4 inhibitor |
| --- | --- | --- | --- | --- | --- | --- | --- | --- | --- |
| CCc1ccc(NC(=O)CSC2=C(C#N)C(c3ccc4c(c3)OCO4)CC(=O)N2)cc1 (stereo unspecified) | 14% | 35%[activator] | -7% | 2% | . | -6% | -6% | . | 9% |
| Cc1ccc2c(c1)CCCN2CC(=O)Nc1cc(S(=O)(=O)N2CCCC2)ccc1Cl | -8% | 0% | ? | 34%[activator] | 7% | -15% | ? | 8% | -1% |
| Cc1ccc(CNC(=O)C(C)n2ccc3cc(S(=O)(=O)N4CCCC4)ccc32)cc1 (stereo unspecified) | 47%[activator] | 0% | -19% | -1% | -9% | -5% | -27% | -3% | 7% |
| O=C(Cc1ccc(F)cc1)Nc1nnc(SCC(=O)NC2CCCC2)s1 | 0%[57.1 µM] | 20% | -6% | -2% | -4% | 7% | -2% | 4% | 11% |
| CCN(CC)S(=O)(=O)c1ccc(NS(=O)(=O)c2ccc(OC)c([N+](=O)[O-])c2)cc1 | -1% | 33% | -30%[57.1 µM] | -21% | -9% | 19% | 3% | 7% | -19% |

The list continues:
SMILES	rTrxR1 inhibitor	HP1b binding inh	JMJD2A Tudor	Pin1 inh	Tb PGK inh	GLS inhibitor	ALOX12 inh	ERG Ets-DNA blk	RGS4 inhibitor
Cc1cc(C)c(C#N)c(OCC(=O)Nc2ccccc2)n1	4%[57.1 µM]	21%	8%	-1%	5%	86%[activator]	.	2%	-3%
CCOC(=O)c1cc(C(C)C)sc1NC(=O)COC(=O)c1nccnc1N	-9%	21%	-7%	2%	2%	2%	9%	.	23%
C/C(=C(/CCO)SSCC1CCCO1)N(C=O)Cc1cnc(C)nc1N (stereo unspecified)	36%[activator]	55%	-16%	2%	0%	1%	-21%	6%	-32%
CCc1nccn1CCC(=O)N1CCc2c([nH]c3ccccc23)C1CC(C)C (stereo unspecified)	18%	25%	?	-7%	-1%	4%	-25%	5%	-26%[56.9 µM]
C=CCN(Cc1nc(-c2cc(OC)c3c(c2)OCO3)oc1C)C1CCS(=O)(=O)C1 (stereo unspecified)	8%	20%	-24%	1%	-5%	0%	-6%	-14%	21%
C=C(C)C1Cc2c(C)nn(-c3ccccc3)c2C1 (stereo unspecified)	0%[57.1 µM]	163%	96%[activator]	-2%	-3%	-5%	48%[activator]	-1%	-11%
CCOC(=O)C1=NN(C(=O)c2ccc(OC)cc2)C(O)(c2ccc(Cl)cc2)C1 (stereo unspecified)	-3%[57.1 µM]	3%	?	15%	i	-7%	-17%	0%	-3%
O=C(c1cc(=O)[nH]c2ccccc12)N(Cc1nnc(-c2ccccc2Cl)o1)C1CC1	7%[57.1 µM]	43%[activator]	-7%	-4%	i	-2%	-23%	-15%	-6%
Cn1c(N2CCOCC2)c(C=O)c2ccccc21	9%	29%	-13%	0%	-16%	-15%	.	3%	13%
COC(=O)c1cc(CNC(=O)c2ccccc2OCc2c(C)noc2C)ccc1OC	8%	47%[activator]	-6%	-1%	-2%	0%	?	4%	-19%
CCCCOc1ccc(C(=O)NCC2(c3ccccc3)CCOCC2)cc1	6%	30%[activator]	-8%	-4%	-14%	-9%	-6%	-1%	3%
C/C(Cn1cnc([N+](=O)[O-])n1)=N/NC(=O)COc1c(Cl)cc(Cl)cc1Cl	7%	28%	-11%	-11%	-6%	17%	-5%	13%	-3%
Cc1c(C(=O)N(Cc2ccc(Cl)cc2)CC2CCCO2)oc2ccc(F)cc12 (stereo unspecified)	19%	114%[activator]	63%[activator]	-3%	-7%	-9%	?	-3%	1%
Cc1ccc2ncc3c(-c4ccc(F)cc4)nn(CC(=O)Nc4ccccc4C)c3c2c1	17%[57.1 µM]	17%	-15%	-9%	7%	-3%	-7%	2%	-17%
Cc1c(NC(=O)c2cc(-c3ccco3)on2)c(=O)n(-c2ccccc2)n1C	-9%	12%	-9%	-1%	3%	-3%	-9%	-10%	7%
Cc1ccc(COc2ccc(C(=O)NN)cc2)cc1	13%	49%[activator]	-7%	2%	8%	11%	11%	2%	3%

The list is partial. The share of hits here may be higher or lower than overall.
